XiGFP reactiv: X-chromosome reactivation activator; activation, % at 7.58 µM; XiGFP mouse fibroblasts, % GFP-positive cells imaging, 3 d; cells co-treated with 5-aza-dC sensitizer; scaled so ellipticine positive control = 100%; AID 743238; 360,000 compounds, 0.055% hits;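 active means mean normalized replicate activation at least 10% and every replicate at or above 10%; inconclusive means only one of the two criteria met; inactive means mean below 10% and not all replicates reach 10%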;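 further: 0% = median of on-plate neutral control wells and 100% = ellipticine 6 µM median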
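assay system = SV40-immortalized XiGFP fibroblast cells, line 68-5-11 | buffer or medium = DMEM plus 5-aza-dC sensitizer | doses = single-point pinned compound dosing | times = 3-day compound exposure, then 15 min fixation at room temperature | benchmarks = positive control ellipticine, 6 µM final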
RAD52 inh: RAD52 (human) annealing inhibition. P43351. recombinant RAD52 DNA annealing, FRET fluorescence. inhibition, % at 18.7 µM. 360,000 compounds, 0.46% hits. AID 651710;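 active means every replicate showing at least 50% inhibition; inconclusive means mean inhibition at least 50% but not in every replicate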
Target sequence (P43351 whole entry, looked up): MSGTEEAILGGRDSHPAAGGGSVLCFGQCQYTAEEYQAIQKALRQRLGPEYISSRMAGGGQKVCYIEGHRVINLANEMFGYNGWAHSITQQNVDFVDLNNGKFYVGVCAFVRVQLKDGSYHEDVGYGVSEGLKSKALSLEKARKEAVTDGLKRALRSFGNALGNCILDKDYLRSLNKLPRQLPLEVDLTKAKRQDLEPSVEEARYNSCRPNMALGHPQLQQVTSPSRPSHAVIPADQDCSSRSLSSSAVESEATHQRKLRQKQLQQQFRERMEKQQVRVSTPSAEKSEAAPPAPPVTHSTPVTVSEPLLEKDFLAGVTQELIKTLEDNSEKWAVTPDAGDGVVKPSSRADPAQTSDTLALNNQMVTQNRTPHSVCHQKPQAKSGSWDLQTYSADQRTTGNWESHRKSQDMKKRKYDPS
E-sel inducer: induces E-selectin expression in human endothelial cells. 260,000 compounds, 0.37% hits. activation, % at 7.58 µM. P16581. HUVEC E-selectin immunofluorescence imaging; normalized: neutral wells 0, TNF-alpha wells 100;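 active means mean E-selectin-positive cell signal at least 10% of the positive control, reached in at least 60% of replicates, without over 20% cell loss; inconclusive means no rule given, readout overlaps actives, possibly toxicity-flagged; inactive means the rest, including those meeting only one limit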;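 further: in these data hits start at about 27%; measured in HUVEC primary endothelial cells; signal is the percent of cells scored E-selectin positive by PE staining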
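Read-out basis: % PE-positive cells; Test system: HUVEC primary endothelial cells; Technique: immunofluorescence imaging; Dosing: single-point compound dose.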
ERp5 inh: blocks human ERp5 reductase activity on insulin; Q15084; ERp5 insulin aggregation, absorbance 650 nm, 90 min; inhibition, % at 9.99 µM; 350,000 compounds, 0.05% hits;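 active means mean replicate inhibition above about 25%, with every replicate also reaching it, limit read from the data, passing the limit was not always enough; inconclusive means only one of those two criteria met; inactive means neither criterion met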
Target sequence (Q15084 whole entry, looked up): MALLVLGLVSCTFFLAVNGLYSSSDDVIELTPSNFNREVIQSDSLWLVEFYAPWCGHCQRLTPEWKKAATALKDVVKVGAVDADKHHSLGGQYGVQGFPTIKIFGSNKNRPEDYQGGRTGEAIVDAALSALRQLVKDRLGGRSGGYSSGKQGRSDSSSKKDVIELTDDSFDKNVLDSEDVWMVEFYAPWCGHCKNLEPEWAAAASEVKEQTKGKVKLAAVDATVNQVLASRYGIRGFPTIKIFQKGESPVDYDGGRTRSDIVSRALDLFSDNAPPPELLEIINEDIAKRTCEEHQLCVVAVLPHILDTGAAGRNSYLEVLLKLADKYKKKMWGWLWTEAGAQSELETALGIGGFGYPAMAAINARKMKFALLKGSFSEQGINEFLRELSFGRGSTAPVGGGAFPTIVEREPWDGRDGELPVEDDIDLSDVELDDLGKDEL
esBAF inh: SWI/SNF esBAF complex inhibition; reporter increase, % at 12.5 µM; mouse ES cells, Bmi1-luciferase knock-in reporter, 24 h; 100% = twice the neutral-well signal; 350,000 compounds, 2% hits; in the data active means activation above about 40%; inconclusive means no clear call, values can overlap the other calls;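 further: 0% = median of the plate's neutral control wells and 100% = double that signal; a rise in the Bmi1 reporter signal indicates esBAF inhibition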
ERAP1 inh: ERAP1 (human) enzyme inhibition. Q9NZ08. recombinant ERAP1, Leu-AMC fluorescence, 60 min. inhibition, % at 10.7 µM. 340,000 compounds, 0.15% hits;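 active means mean replicate inhibition of at least 30%, or all replicates individually reaching that 30% level; inactive means mean below 30% and not every replicate reaching it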;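 further: 0% = neutral control wells and 100% = L-leucinethiol positive control wells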
S100A4 inh HTS: blocks human S100A4 binding to myosin IIA peptide. S100A4/TAMRA-MyoIIA peptide fluorescence polarization. inhibition, % at 10.7 µM. 360,000 compounds, 0.14% hits. AID 652163;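 active means mean inhibition of at least 70% across replicates, with every replicate also reaching that level; inconclusive means mean inhibition reaches 70% but some replicates fall short; inactive means mean inhibition below 70%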
Target sequence (P26447 whole entry, looked up): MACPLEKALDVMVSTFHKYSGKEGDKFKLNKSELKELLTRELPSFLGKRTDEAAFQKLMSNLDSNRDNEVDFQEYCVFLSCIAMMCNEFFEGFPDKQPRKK
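Compound dosing: one dose per compound; test system: human S100A4 monomer with TAMRA-labelled myosin IIA peptide; probe or stimulus: TAMRA-labelled myosin IIA heavy-chain peptide probe, 5 nM; medium: HEPES buffer with Ca2+, pH 7.2; schedule: 5 min incubation before reading; benchmarks: neutral control DMSO, positive control TFP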
RAD54 branch: blocks human RAD54 Holliday junction branch migration | 360,000 compounds, 0.14% hits | Q92698 | FAM/BHQ fluorescence | inhibition, % at 10.4 µM;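 active means mean normalized replicate activity at least 40 and at least half of replicates scoring 40 or more; inconclusive means only one of the two criteria met; inactive means mean below 40 and under half of replicates reaching 40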;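 further: 0% = median of neutral control wells and 100% = median of positive control wells; inhibitors cause a drop in the FAM fluorescence signal; in these data hits start at about 50%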
Starred values were filed as active, the others as inactive; ? = inconclusive; / = not tested or not shown.

Structure	XiGFP reactiv	RAD52 inh	E-sel inducer	ERp5 inh	esBAF inh	ERAP1 inh	S100A4 inh HTS	RAD54 branch
O=S(=O)(NCc1ccccc1)c1ccc(F)cc1Br	-0.1	1	-0.2	6	-4	-1	-6	-1
O=C1N(c2ccccc2)C[C@@H]2C[C@@H](c3cccs3)N3CCC[C@@]123	-0.2	-15	0.3	0	-7	-3	-13	/
C[C@H]1CN([C@@H](C)CO)C(=O)c2cc(C#Cc3ccccc3F)cnc2O[C@H]1CN(C)C(=O)c1ccc2c(c1)OCO2	2.1	20	-0.7	3	-8	2	14	-5
CO[C@@H]1CN(C)C(=O)c2cc(NS(=O)(=O)c3ccccc3)ccc2OC[C@H](C)N(Cc2ccccn2)C[C@H]1C	0.2	-10	-0.3	-4	8	3	-7	-2
Cc1cccc(C)c1NC(=O)c1ccc2c(c1)CCN2S(C)(=O)=O	0.0	0	/	3	-5	0	21	1
CCn1c(NC(=O)C(C)C)c2ccccc2nc1=O	0.2	-32	3.4	1	/	-1	0	/
O=C(NCc1ccccc1)c1cccc(COc2ccccc2Cl)c1	/	-3	/	2	45*	2	-9	-5
S=c1[nH]c(-c2ccccc2)cn1/N=C/c1ccncc1	0.1	-9	5.8	4	16	1	-4	2
Cc1cnc(N2C(=O)c3ccc([N+](=O)[O-])cc3C2=O)s1	0.0	8	/	5	/	-3	3	/
O=C(Cc1ccc(NS(=O)(=O)c2ccc(F)cc2)cc1)NCc1cccnc1	0.0	2	-0.1	2	-4	-4	0	8
CC(C)CN(C(=O)CC(C)c1ccccc1)c1c(N)n(Cc2ccccc2)c(=O)[nH]c1=O (configuration not stated)	0.0	-13	/	3	/	14	2	/
Cc1ccc(NC(=O)Cn2c3ccc(F)cc3c3nc4n(c(=O)c32)CCS4)cc1F	0.3	3	0.2	3	2	-2	1	-3
Cc1ccc2c(c1)N(CC(=O)NCC1CCCO1)C(=O)C(C(C)C)O2 (configuration not stated)	0.5	0	0.0	4	-1	0	-1	-7
COc1ccc(Cl)cc1-c1cc(C(=O)NCc2cccc(Cl)c2)[nH]n1	0.1	10	0.0	5	9	0	5	7
CCCCn1c(SCC(=O)Nc2cc(C)on2)nc2cc(S(N)(=O)=O)ccc21	0.0	-29	2.1	6	4	-2	-12	-4
COc1cc(NC(=O)COc2ccccc2[N+](=O)[O-])ccc1NC(=O)c1ccco1	0.0	-16	1.4	6	11	0	-2	-1
COCCNC(=O)C[C@H]1C[C@H]2c3cc(NS(=O)(=O)c4ccccc4)ccc3O[C@H]2[C@H](CO)O1	0.1	2	-0.5	3	1	0	27	21
CCOC(=O)C1(C)CCCN1C(=O)c1ccc(OC)c(F)c1 (configuration not stated)	-0.1	-37	-0.3	2	3	-1	-1	-12
O=c1[nH][nH]cc1C=Nc1ccccc1Cl	0.1	-15	-0.1	4	/	1	-7	/
COc1nsnc1NS(=O)(=O)c1ccc(NC(=S)NC(=O)c2ccncc2)cc1	/	-14	0.2	-3	16	/	0	/
C[C@@H]1CCCCO[C@H](CN(C)S(=O)(=O)c2ccccc2)[C@H](C)CN([C@H](C)CO)C(=O)c2cc(NS(=O)(=O)c3ccc(F)cc3)ccc2O1	0.0	35	1.4	4	0	-4	-51	-1
COC(=O)c1ccc(N2NC(=O)/C(=C/c3ccc(OC)c(OC)c3)C2=O)cc1	0.0	-18	/	2	-3	0	1	-11
CCC(=O)Oc1ccc(-c2cnc3ccccc3n2)cc1	/	5	/	-3	30	8	14	8
NS(=O)(=O)c1ccc(N2CCN(C(=O)C3COc4ccccc4O3)CC2)nc1 (configuration not stated)	0.5	-9	/	4	/	2	1	/
CN(c1ccccc1)S(=O)(=O)c1cccc(C(=O)OCC(=O)Nc2ccc3[nH]c(=O)[nH]c3c2)c1	0.0	-17	-0.5	-3	/	-3	0	/
CNC(=O)COC(=O)/C=C/c1c(C)nn(-c2ccccc2)c1C	0.1	-5	0.8	?	/	4	-22	/
CC(=O)N1[C@@H]2c3ccc(-c4ccccc4)c(=O)n3C[C@H]1[C@H](CO)[C@H]2C(=O)NCCCN1CCOCC1	-0.1	12	-0.3	9	/	0	4	/
COCCn1c(C)cc(C(=O)CSc2nc3ccccc3c(=O)n2Cc2ccco2)c1C	0.0	-9	/	6	97*	3	3	-5
CCCNC(=O)N(C)C[C@@H]1Oc2cc(C#CC(C)C)ccc2S(=O)(=O)N([C@H](C)CO)C[C@@H]1C	-0.2	-2	0.3	8	-2	-3	12	-5
Cn1c(Cc2ccccc2)nnc1SCC(=O)NC1CCCC1	0.3	-8	-0.3	1	6	2	2	1
CCOC(=O)c1ccccc1NC(=O)COC(=O)CCNS(=O)(=O)c1cccs1	0.0	-3	/	-1	0	-2	-1	5
CCC1NC(C(=O)O)Cc2c1[nH]c1ccccc21 (configuration not stated)	/	-22	/	5	5	12	-4	9
CCOC(=O)c1cc2sc(C)cc2n1CC(=O)Nc1ccc2c(c1)OCCO2	/	0	/	3	16	3	-3	-1
C#CCN(C[C@@H]1[C@@H](OC(=O)NCC2CCCCC2)[C@@H](OC(=O)NCC2CCCCC2)CN(C(=O)OC(C)C)N1C(=O)OC(C)C)S(=O)(=O)c1ccc(C)cc1	0.1	-13	-0.4	-4	15	0	-3	4
CCC(=O)N1CC2(CCN(C(=O)Nc3ccccc3F)CC2)c2c([nH]c3cc(OC)ccc23)[C@H]1CO	0.1	-3	-0.1	0	/	-3	8	/
Cc1ccccc1OCC(=O)N1CCC2(CC1)CC(=O)c1ccccc1O2	-0.1	-4	/	1	/	1	7	/
C[C@H]1CN([C@@H](C)CO)C(=O)c2cc(/C=C/c3ccccc3)cnc2O[C@@H]1CN(C)Cc1cncnc1	-0.6	-8	0.1	-4	-1	1	3	6
O=C(CSc1nc2c(cnn2-c2ccc(F)cc2)c(=O)[nH]1)Nc1nccs1	-0.1	-9	/	5	-4	9	3	-5
Cc1cc(C)n2nc(C(=O)N(C)c3c(N)n(Cc4ccccc4)c(=O)[nH]c3=O)nc2n1	0.0	-8	/	-1	/	3	-5	2
Cc1ccc(CNC(=O)[C@H](Cc2ccccc2)NC(=O)c2ccco2)cc1	0.2	-4	?	-2	-1	-5	-1	10
O=C(COc1ccc(Cl)cc1)Nc1ccc(NC(=O)c2ccco2)cc1	/	6	/	4	4	3	-17	/
CCC1(C)Cc2ccccc2-c2[nH]c(=S)[nH]c(=O)c21 (configuration not stated)	-0.1	-6	0.0	-2	2	2	0	2
COc1ccccc1NC(=O)CCn1c(=S)oc2ccccc21	0.0	-8	0.0	5	-6	3	4	2
C/C(Cl)=C\COc1cc(C)nc2c(Br)cccc12	0.2	-12	/	1	/	0	-1	/
O=C(O)c1ccccc1C(=O)c1ccc(N2CCCC2)c([N+](=O)[O-])c1	0.0	-18	/	-11	15	-1	-3	/
CCS(=O)(=O)n1nc(-c2ccccc2)nc1SC	/	4	/	2	20	-2	-1	-1
O=C(NCCCN1CCOCC1)[C@H]1N[C@H]2c3ccc(C4=CCCC4)c(=O)n3C[C@H]2[C@@H]1CO	0.3	-29	0.4	-2	-2	2	-1	6
C[C@H]1CN([C@@H](C)CO)C(=O)c2cc(NS(C)(=O)=O)ccc2O[C@H]1CN(C)Cc1ccc(C(F)(F)F)cc1	0.2	9	-2.9	-4	2	0	-11	-8
c1ccc(COc2ncnc3c2ncn3CCCN2CCN(c3ccccn3)CC2)cc1	-0.2	-15	3.1	3	-8	6	-1	-5
Cc1noc(C)c1NC(=O)N(C)C[C@@H]1Oc2ccc(NC(=O)Nc3ccc4c(c3)OCO4)cc2C(=O)N([C@@H](C)CO)C[C@@H]1C	0.0	15	14	5	3	0	-6	-2
N#C[C@H]1[C@H](c2ccc(C#CC3CCCC3)cc2)[C@@H](CO)N1C(=O)Nc1ccc(F)cc1	0.0	-42	-0.2	3	-6	0	-17	-11
CN1CCN(CC(O)COC(c2ccc(Cl)cc2)c2ccc(Cl)cc2)CC1 (configuration not stated)	0.0	28	0.2	3	-10	-4	-1	16
O=C(CSc1n[nH]c(=O)[nH]c1=O)c1cccc([N+](=O)[O-])c1	0.3	31	/	4	-9	-5	-7	-5
C[C@@H]1CN([C@H](C)CO)C(=O)c2cccc(NS(=O)(=O)c3ccc(Cl)cc3)c2O[C@@H]1CN(C)S(=O)(=O)c1ccc(Cl)cc1	0.2	-24	-0.1	-6	-7	0	-23	7
CCN(CC)C1CCN(C(=O)c2ccc(OC3CCN(C(=O)CCOC)CC3)cc2)C1 (configuration not stated)	0.0	-52	/	0	1	1	-1	-3
C[C@@H]1CN([C@@H](C)CO)C(=O)c2ccccc2-c2ccccc2CO[C@H]1CN(C)C(=O)NC1CCCCC1	0.2	14	0.0	2	4	0	14	-3

Pulled by structure from above, 3 records:
Structure	XiGFP reactiv	RAD52 inh	E-sel inducer	ERp5 inh	esBAF inh	ERAP1 inh	S100A4 inh HTS	RAD54 branch
Cc1ccc(NC(=O)Cn2c3ccc(F)cc3c3nc4n(c(=O)c32)CCS4)cc1F	0.3	3	0.2	3	2	-2	1	-3
CCn1c(NC(=O)C(C)C)c2ccccc2nc1=O	0.2	-32	3.4	1	/	-1	0	/
C#CCN(C[C@@H]1[C@@H](OC(=O)NCC2CCCCC2)[C@@H](OC(=O)NCC2CCCCC2)CN(C(=O)OC(C)C)N1C(=O)OC(C)C)S(=O)(=O)c1ccc(C)cc1	0.1	-13	-0.4	-4	15	0	-3	4

Assay outcomes deposited in PubChem BioAssay by Broad Institute.
